High-throughput results as filed in PubChem.
Vc quorum ag = quorum light induction in luxS cqsA deficient V. cholerae. V. cholerae BH1578 lux reporter, luminescence, 6 h. hit rate 0.16% among 350,000. AID 588436. activation, % at 18.7 µM; in the data active = activation mostly above about 9.7%, no sharp cut-off; note: not every result past the cut was called active; inactives centre near 0; reference of the scale not given here
GDH-TPI counter = GDH-TPI coupled enzyme inhibition counter-screen; inhibition, % at 4.8 µM; GDH-TPI coupled enzyme counterscreen, NADH absorbance; hit rate 1.2% among 360,000; AID 588335; in the data active = inhibition above about 30%;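 note: 0% = DMSO wells and 100% = wells lacking the enzyme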
VHR inh abs = DUSP3 (human) phosphatase inhibition | P51452 | hit rate 0.52% among 290,000 | recombinant VHR phosphatase, pNPP absorbance | AID 1654 | inhibition, % at 13.3 µM; in the data active = inhibition above about 50%; note: some compounds called inactive have numbers as strong as hits
Target sequence (P51452 whole entry, looked up): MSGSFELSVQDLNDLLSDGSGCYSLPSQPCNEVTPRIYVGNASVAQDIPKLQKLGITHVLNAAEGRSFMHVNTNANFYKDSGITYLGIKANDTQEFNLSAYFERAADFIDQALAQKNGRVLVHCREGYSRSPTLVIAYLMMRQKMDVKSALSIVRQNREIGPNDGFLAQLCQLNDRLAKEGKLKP
MazF activator = increases E. coli MazEF RNase cleavage of RNA; P0AE70; FAM/BHQ RNA-DNA oligo cleavage fluorescence, 5 h; activation, % at 20 µM; hit rate 0.32% among 350,000; in the data active = activation above about 50%
Target sequence (P0AE70 whole entry, looked up): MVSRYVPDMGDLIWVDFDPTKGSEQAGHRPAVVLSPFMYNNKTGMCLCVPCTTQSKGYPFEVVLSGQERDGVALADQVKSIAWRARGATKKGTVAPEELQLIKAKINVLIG
Mtb FBA inh = inhibits M. tuberculosis FBA enzyme; purified M. tuberculosis FBA, fluorescence read-out; inhibition, % at 1 µM; hit rate 2.3% among 360,000; AID 588726; in the data active = inhibition above about 27%;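 note: 0% = vehicle and 100% = reference inhibitor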
Target sequence (P9WQA3 whole entry, looked up): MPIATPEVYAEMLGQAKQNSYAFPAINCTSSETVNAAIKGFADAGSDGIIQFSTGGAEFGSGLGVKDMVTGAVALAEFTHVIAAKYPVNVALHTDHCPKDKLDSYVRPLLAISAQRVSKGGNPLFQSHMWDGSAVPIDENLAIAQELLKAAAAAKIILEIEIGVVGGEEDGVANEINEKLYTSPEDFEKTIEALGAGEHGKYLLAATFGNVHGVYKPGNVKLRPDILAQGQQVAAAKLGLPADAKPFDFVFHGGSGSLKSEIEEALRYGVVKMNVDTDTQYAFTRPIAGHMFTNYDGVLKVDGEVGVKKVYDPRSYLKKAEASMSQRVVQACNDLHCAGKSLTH
Mtb BioA inh = inhibitors of Mycobacterium tuberculosis BioA enzyme; purified M. tuberculosis BioA enzyme, plate reader; inhibition, % at 9.99 µM; hit rate 0.096% among 360,000; AID 602481; in the data active = inhibition above about 40%
Rv3671c protease = Rv3671c (M. tuberculosis) protease inhibition. P9WHR9. inhibition, % at 5.96 µM. hit rate 0.048% among 320,000. AID 2606; in the data active = inhibition above about 38%;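 note: extracellular domain of Rv3671c used as enzyme; 0% = enzyme with DMSO and 100% = no enzyme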
SSB-PriA inh = K. pneumoniae PriA-SSBct interaction inhibition. AID 1272365. hit rate 0.6% among 430,000. inhibition, % at 33 µM. AlphaScreen SSBct-PriA binding, biotinylated peptide; in the data active = inhibition mostly above about 37%, no sharp cut-off; inactive = mostly below about 20%;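 note: plate controls were negative control peptide for no effect and reference peptide for full effect; strong numbers were not always called active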
Mtb UGM inh = Mtb UDP-galactopyranose mutase inhibition; hit rate 0.06% among 320,000; purified UGM, fluorescence polarization probe displacement; P9WIQ1; inhibition, % at 10 µM; in the data active = inhibition above about 10%, passing the limit was not always enough
Target sequence (P9WIQ1 whole entry, looked up): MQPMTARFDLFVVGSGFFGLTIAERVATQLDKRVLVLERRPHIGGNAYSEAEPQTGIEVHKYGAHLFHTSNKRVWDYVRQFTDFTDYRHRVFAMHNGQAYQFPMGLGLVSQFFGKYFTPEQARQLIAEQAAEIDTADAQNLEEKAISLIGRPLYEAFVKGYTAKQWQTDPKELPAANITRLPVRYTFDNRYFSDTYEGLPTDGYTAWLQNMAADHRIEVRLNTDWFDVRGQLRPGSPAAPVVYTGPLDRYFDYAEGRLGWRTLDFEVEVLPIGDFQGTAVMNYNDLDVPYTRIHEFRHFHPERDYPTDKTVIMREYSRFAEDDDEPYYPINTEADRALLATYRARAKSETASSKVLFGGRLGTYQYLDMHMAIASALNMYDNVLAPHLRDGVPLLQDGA
SARS 3CLpro inh = SARS-CoV 3CLpro protease inhibition; recombinant SARS-CoV 3CLpro, quenched FRET peptide cleavage; hit rate 0.14% among 290,000; AID 1706; inhibition, % at 6 µM; P0C6X7; in the data active = inhibition above about 12%
Numbers without * were called inactive; i = inactive; / = not tested or not shown. This is a subset, so the mix of outcomes need not match the whole.

SMILES | Vc quorum ag | GDH-TPI counter | VHR inh abs | MazF activator | Mtb FBA inh | Mtb BioA inh | Rv3671c protease | SSB-PriA inh | Mtb UGM inh | SARS 3CLpro inh
C/C=C(\C)C(=O)NCCN1C2=NC[C@@H](Cc3ccccc3)N2C[C@@H]1Cc1ccc(OC)cc1 | i | 2 | / | 10 | 0 | 0.8 | 0 | -2 | -2.4 | /
CC(=O)N1CCc2cc(S(=O)(=O)CCC(=O)NCCc3ccc(Cl)cc3)ccc21 | 3.7 | 0 | 35 | 0 | 1 | 4.2 | 1 | -4 | 0.7 | -6
O=C(CNc1ccccc1N1CCCC1=O)Nc1cc(Cl)ccc1-n1cncn1 | i | 12 | / | -2 | 4 | 0.7 | / | -3 | / | /
CC(=O)CSc1nnc2c3ccccc3nc(C(C)(C)C)n12 | -0.4 | 6 | -1 | 3 | 7 | 2.5 | -1 | -7 | 2.3 | 1
CCOC(=O)C1=C(CC)Nc2ccccc2N/C1=N\S(=O)(=O)c1ccccc1F | i | 16 | / | 8 | -3 | 0.6 | 9 | / | 2.8 | /
COC(=O)CC1COc2ccccc2N1C(=O)/C=C/c1ccccc1 (configuration not stated) | -1.6 | 11 | 7 | 8 | 0 | 0.7 | 4 | -10 | -2.7 | 46*
Cc1ccc(NC(=O)COC(=O)/C=C/c2c(C)nn(-c3ccc(F)cc3)c2Cl)cc1F | i | 15 | 3 | -10 | 2 | -5.3 | -10 | -14 | 0.7 | 1
O=C(CSc1n[nH]c(-c2cccs2)n1)N1CCN(S(=O)(=O)c2ccccc2)CC1 | -0.5 | -6 | 7 | -2 | 8 | 2.6 | 3 | 0 | 2.4 | -2
N#CCSc1ccccc1NC(=O)COC(=O)C1CCN(C(=O)c2ccc(Cl)cc2)CC1 | -0.7 | 7 | / | -3 | -1 | 0.5 | / | / | / | /
Cn1nc(NC(=O)CC(C)(C)CC(=O)O)c2ccccc21 | 0.9 | -6 | 4 | -4 | 1 | -0.8 | -6 | -11 | 0.2 | 2
Cc1cc(C(=O)CN2CCN(CC(=O)Nc3ccc(F)cc3)CC2)c(C)n1C1CC1 | -0.7 | 15 | / | 3 | 0 | -1.1 | -4 | 13 | -1.0 | /
COc1ccc(Br)cc1/C=C(\C(=O)O)c1ccc(S(=O)(=O)N2CCCC2)s1 | i | 17 | / | 1 | -1 | 3.2 | -7 | -4 | 2.9 | /
Cc1ccc(C(=O)N2CCC3(CC2)NCCc2[nH]cnc23)cc1 | -0.2 | -2 | 10 | -5 | -2 | -1.0 | 9 | -3 | -5.4 | 2
O=S(=O)(Oc1ccccc1N1CCCCC1)c1ccccc1 | i | 3 | 27 | -5 | 1 | 1.3 | 2 | -19 | 1.3 | 2
COc1cccc(C(=O)OCC(=O)Nc2ccc3c(c2)OCCO3)c1 | i | 6 | / | 1 | -1 | -1.1 | -2 | -4 | 1.8 | /
C/C(=N\NC(=O)c1nn(C)c(C)c1Br)c1ccc(NC(=O)c2ccoc2C)cc1 | -0.2 | 8 | 5 | -11 | -1 | / | -7 | / | 1.0 | 2
COc1ccc(OCc2cc(C(=O)N(C)Cc3cc(C)no3)no2)c(Cl)c1 | -0.2 | 6 | -17 | -9 | -3 | 0.6 | -1 | -13 | 0.2 | -4
CCN1C(=O)/C(=C2/C=CC=CN2C)SC1=S | 3.0 | 23 | 8 | -15 | -22 | 1.0 | 0 | 4 | 2.0 | 5
CCOCCCNC(=O)C1CCN(S(=O)(=O)N2CC(C)CC(C)C2)CC1 (configuration not stated) | -7.1 | 15 | 5 | -2 | 0 | -2.0 | -2 | -1 | 3.0 | 5
Nn1c(Cc2cccc3ccccc23)nnc1SCc1ccccc1 | -0.4 | 4 | 7 | -2 | -1 | 2.0 | -4 | 4 | -1.2 | 0
Cc1ccc(S(=O)(=O)N2CCN(S(=O)(=O)N(C)C)CC2)c(C)c1 | i | 3 | -41 | -2 | -1 | -0.9 | -4 | -17 | -0.6 | -6
CC(C)CCNC(=O)c1ccc(CSCc2cccc(F)c2)o1 | -1.8 | 1 | 16 | -20 | -1 | 7.8 | 6 | / | 1.2 | 3
CC(=NCc1ccc2c(c1)OCO2)c1c(O)n(C)c(=O)n(C)c1=O | -0.3 | -7 | 16 | 0 | -1 | -0.7 | 1 | 12 | -0.9 | 3
CCn1cc(S(=O)(=O)CC(=O)N2CCc3ccccc32)c2ccccc21 | -0.6 | 6 | -5 | -2 | -1 | -1.9 | -1 | 0 | -0.6 | /
CC(C)CCNC(=O)CN(CCCN1CCOCC1)C(=O)Cn1nnc(-c2ccc(F)cc2)n1 | -0.2 | 4 | 23 | 5 | 2 | 0.4 | 3 | -10 | -1.1 | 1
CN1CCN(c2nccc3c2ncn3C)CC1 | 12 | 0 | 39 | -1 | 2 | -2.8 | -2 | 2 | 1.2 | 0
Cc1c(C)n(CCc2ccccc2)c2ncnc(NCCCN(C)C)c12 | -0.8 | -5 | 2 | 15 | 8 | 1.6 | -13 | 7 | 0.7 | -5
CCOC(=O)C1CCN(C(=O)COC(=O)c2ccc3c(c2)C(=O)N(c2ccc(OCC)cc2)C3=O)CC1 | -0.4 | -4 | -4 | 2 | 0 | 3.6 | -1 | -4 | -0.6 | 4
COC(=O)N/N=C/c1ccccc1 | i | 2 | 17 | 7 | 2 | / | 0 | / | 0.3 | 1
CC(C)(C)c1ccc(NC(=O)Nc2ccc3ccccc3n2)cc1 | -0.3 | -3 | 4 | 2 | -4 | -1.6 | 7 | -1 | -5.4 | 2
Cc1ccc(S(=O)(=O)n2nc(OC(=O)c3ccccc3F)cc2N)cc1 | -0.2 | -7 | 36 | 48 | -2 | -3.7 | 2 | -2 | -0.7 | -3
COC(=O)c1nnc(-c2ccccc2)c(-c2ccccc2)n1 | -0.3 | 13 | 36 | 5 | 0 | / | -9 | 2 | 1.1 | 0
CCCCN(C(=O)CSCC(=O)Nc1ccc(OC)cc1)c1c(N)n(CC(C)C)c(=O)[nH]c1=O | i | -1 | / | 1 | 1 | -0.9 | / | -8 | / | /
Cc1ccc(CN2CCC(n3nccc3NC(=O)C3CCOC3)CC2)cc1 (configuration not stated) | -7.9 | -1 | -23 | -3 | 0 | -1.7 | 0 | -1 | -0.2 | -1
COc1cccc(/C=N/NC(=O)c2csc(-n3nc(C)cc3C(F)(F)F)n2)c1 | -0.4 | 13 | 12 | 2 | 2 | -1.1 | 0 | / | 0.0 | -4
O=C1NC(=O)C2(COC(c3cccnc3)OC2)S1 (configuration not stated) | -0.3 | 1 | -4 | 6 | 0 | / | -14 | 0 | -4.6 | 0
COCCCNc1ncnc2sc3c(c12)CCC(C)C3 (configuration not stated) | i | 12 | -10 | -3 | 2 | 4.3 | 1 | -11 | -5.1 | -3
Cc1ccc(NC(=O)NNC(=O)c2sccc2-n2cccc2)cc1 | 0.4 | 3 | 6 | 3 | -2 | / | -8 | 12 | -1.8 | 5
C[C@]1(C(=O)O)Cc2oncc2C[C@@H]1C(=O)O | i | 0 | 0 | 4 | 1 | / | -1 | -6 | -3.0 | 6
COC(=O)c1c(NC(=O)CN2CCN(C(=O)c3ccco3)CC2)c2c(C)cccc2n1C | -0.4 | 6 | -1 | 1 | -1 | 1.5 | -2 | -7 | 1.3 | -6
CCOC(=O)C(=CN(CCc1ccccc1)CC(=O)OC)C(=O)OCC | -0.7 | 2 | 5 | 4 | -1 | -0.2 | -3 | 2 | -1.3 | -7
N=C1c2ccccc2CN1NC(=O)C1CC1 | i | 10 | -4 | 4 | 0 | / | -9 | -7 | -1.8 | 4
Cc1cnc(CNc2nc3cc(-c4ccccc4C)sc3c(=O)n2C)cn1 | -0.2 | 6 | / | / | 2 | 5.8 | / | / | / | /
COC(=O)[C@@H](NC(=O)NC1CCCc2ccccc21)C(C)C (some centres not stated) | -0.4 | 14 | 19 | 10 | 1 | 0.4 | -4 | -1 | -0.3 | -3
CC(C)(C)OC(=O)C[C@H]1C/C=C\C[C@@H](CC(=O)N(CCO)Cc2ccccc2)C(=O)NC[C@H](c2ccccc2)OC1=O | -0.5 | -3 | / | 5 | 0 | 0.0 | -3 | 4 | -0.5 | /
COc1ccc(CNC(=O)C2CCN(C(=O)c3sccc3-n3cccc3)CC2)cc1 | 0.9 | 3 | 28 | 18 | 0 | -3.7 | -20 | -2 | -3.3 | 4
CCOC(=O)N1CCC(NC(=O)C2CCN(S(=O)(=O)N3CCC(C)CC3)CC2)CC1 | -0.3 | -3 | 34 | 3 | 0 | / | -1 | -4 | -2.6 | 2
Cc1c(Cl)cccc1NC(=S)NCC(O)c1ccccc1 (configuration not stated) | -0.3 | 12 | 2 | 1 | 2 | -0.3 | -2 | -8 | 0.0 | 1
Cc1ccc(-c2nc(-c3ccccn3)no2)cc1 | i | 2 | 11 | 3 | 2 | -0.6 | -2 | -1 | 0.1 | 1
Cc1ccc(C)c(SCC(=O)Nc2ccc(S(=O)(=O)Nc3ncccn3)cc2)c1 | -0.8 | 10 | 31 | 1 | 5 | / | 9 | -12 | 2.9 | -2
COc1cccc(N/N=C/c2cccc(Br)c2O)c1 | i | 8 | 17 | 2 | 2 | -1.6 | 14 | / | 0.4 | 4
CCC(Sc1nc2n[nH]c(C)c2c(=N)n1-c1cc(Cl)ccc1C)C(=O)N1CCOCC1 (configuration not stated) | i | 7 | 18 | 5 | -1 | -2.2 | -5 | -9 | 2.9 | -6
CCCNC(=O)Cn1cnc([N+](=O)[O-])n1 | -0.3 | -3 | 17 | -2 | 3 | / | -6 | 9 | -2.2 | 7
O=S(=O)(Nc1cccc(-n2cnnn2)c1)c1ccc(Cl)nc1 | -0.2 | -1 | -31 | 8 | -1 | 0.0 | 0 | 2 | -1.0 | 0

12 structures out of the list, ordered by formula weight, ascending.
SMILES | Vc quorum ag | GDH-TPI counter | VHR inh abs | MazF activator | Mtb FBA inh | Mtb BioA inh | Rv3671c protease | SSB-PriA inh | Mtb UGM inh | SARS 3CLpro inh
CCCNC(=O)Cn1cnc([N+](=O)[O-])n1 | -0.3 | -3 | 17 | -2 | 3 | / | -6 | 9 | -2.2 | 7
N=C1c2ccccc2CN1NC(=O)C1CC1 | i | 10 | -4 | 4 | 0 | / | -9 | -7 | -1.8 | 4
COC(=O)[C@@H](NC(=O)NC1CCCc2ccccc21)C(C)C (some centres not stated) | -0.4 | 14 | 19 | 10 | 1 | 0.4 | -4 | -1 | -0.3 | -3
COc1cccc(N/N=C/c2cccc(Br)c2O)c1 | i | 8 | 17 | 2 | 2 | -1.6 | 14 | / | 0.4 | 4
O=S(=O)(Nc1cccc(-n2cnnn2)c1)c1ccc(Cl)nc1 | -0.2 | -1 | -31 | 8 | -1 | 0.0 | 0 | 2 | -1.0 | 0
CCOC(=O)C(=CN(CCc1ccccc1)CC(=O)OC)C(=O)OCC | -0.7 | 2 | 5 | 4 | -1 | -0.2 | -3 | 2 | -1.3 | -7
COc1ccc(CNC(=O)C2CCN(C(=O)c3sccc3-n3cccc3)CC2)cc1 | 0.9 | 3 | 28 | 18 | 0 | -3.7 | -20 | -2 | -3.3 | 4
Cc1ccc(C)c(SCC(=O)Nc2ccc(S(=O)(=O)Nc3ncccn3)cc2)c1 | -0.8 | 10 | 31 | 1 | 5 | / | 9 | -12 | 2.9 | -2
COC(=O)c1c(NC(=O)CN2CCN(C(=O)c3ccco3)CC2)c2c(C)cccc2n1C | -0.4 | 6 | -1 | 1 | -1 | 1.5 | -2 | -7 | 1.3 | -6
CCOC(=O)N1CCC(NC(=O)C2CCN(S(=O)(=O)N3CCC(C)CC3)CC2)CC1 | -0.3 | -3 | 34 | 3 | 0 | / | -1 | -4 | -2.6 | 2
CCC(Sc1nc2n[nH]c(C)c2c(=N)n1-c1cc(Cl)ccc1C)C(=O)N1CCOCC1 (configuration not stated) | i | 7 | 18 | 5 | -1 | -2.2 | -5 | -9 | 2.9 | -6
CC(C)(C)OC(=O)C[C@H]1C/C=C\C[C@@H](CC(=O)N(CCO)Cc2ccccc2)C(=O)NC[C@H](c2ccccc2)OC1=O | -0.5 | -3 | / | 5 | 0 | 0.0 | -3 | 4 | -0.5 | /
